Bioassay records from PubChem BioAssay.
miR-122 sensor: miR-122 Renilla sensor signal increase in Huh7, primary screen, miR-122 inhibitor project, cell-based, single point, plate reader; Huh7 miR-122 Renilla luciferase sensor, 48 h; neutral wells = 0, positive control = 100; activation (reporter increase), % at 12.5 µM; hit rate 0.3% among 340,000;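 active = mean replicate activation score at least 90 and every replicate individually at or above 90; inconclusive = only one of the two criteria met; inactive = neither criterion met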;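 also: higher luciferase means less miR-122 activity so hits act as miR-122 inhibitors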
SIRT5 inh: SIRT5 desuccinylase inhibitors, primary screen, biochemical, fluorescence imaging, single point, set 5; NAD-dependent protein deacylase sirtuin-5, mitochondrial (Homo sapiens), Q9NXA8; Purified SirT5, succinyl-peptide AMC, trypsin-coupled fluorescence; inhibition, % at 15 µM; hit rate 1.1% among 330,000; AID 652115, 2013; in the data active = inhibition above about 15%; inconclusive = no clear call, values can overlap the other calls
Target sequence (Q9NXA8 whole entry, looked up): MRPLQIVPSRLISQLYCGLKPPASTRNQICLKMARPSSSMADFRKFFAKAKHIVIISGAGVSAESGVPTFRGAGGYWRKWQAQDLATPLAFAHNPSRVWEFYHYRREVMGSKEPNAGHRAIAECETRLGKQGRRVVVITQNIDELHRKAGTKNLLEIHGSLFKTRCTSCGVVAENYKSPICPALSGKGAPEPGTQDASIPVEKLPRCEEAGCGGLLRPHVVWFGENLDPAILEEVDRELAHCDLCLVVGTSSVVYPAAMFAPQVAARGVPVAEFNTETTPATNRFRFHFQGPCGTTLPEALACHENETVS
ARNT-TACC3 inh: disruptors of ARNT/TACC3 protein interaction, primary screen, biochemical, AlphaScreen, single concentration. Transforming acidic coiled-coil-containing protein 3 (Homo sapiens), Q9Y6A5. AlphaScreen His-ARNT PAS-B/GST-TACC3 binding, luminescence; TACC3 fragment carries E629A point mutation. inhibition, % at 9.99 µM. hit rate 0.66% among 390,000;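 active = mean inhibition of replicates at least 50% and at least half of replicates each reaching 50%; inconclusive = half or more replicates reach 50% but mean below 50%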;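 also: 0% = complete ARNT plus TACC3 wells and 100% = ARNT alone without TACC3; many hits fall short of the cut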
C2C12 statin: suppressors of statin myotoxicity in C2C12 myotubes, primary screen, cell-based, single point, plate reader; AID 602340, 2012; C2C12 myotubes + simvastatin, ATP luminescence, 48 h; scaled: DMSO 0, geranylgeraniol control 100; rescue of ATP level, % at 7.49 µM; hit rate 0.78% among 330,000;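 active = mean ATP rescue above about 67%, or every replicate alone reaching that limit, limit read from the data, passing the limit was not always enough; inconclusive = no clear call, values can overlap the other calls; inactive = mean under the limit and some replicate under it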;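 also: myotubes were challenged with 10 µM simvastatin during compound exposure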
ERp5 inh: inhibitors of ERp5-driven insulin aggregation, primary screen, biochemical, turbidity, absorbance 650 nm, single point; inhibition, % at 9.99 µM; AID 651711, 2012; 90 min; hit rate 0.05% among 350,000;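 active = mean replicate inhibition above about 25%, with every replicate also reaching it, limit read from the data, passing the limit was not always enough; inconclusive = only one of those two criteria met; inactive = neither criterion met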
Target sequence (Q15084 whole entry, looked up): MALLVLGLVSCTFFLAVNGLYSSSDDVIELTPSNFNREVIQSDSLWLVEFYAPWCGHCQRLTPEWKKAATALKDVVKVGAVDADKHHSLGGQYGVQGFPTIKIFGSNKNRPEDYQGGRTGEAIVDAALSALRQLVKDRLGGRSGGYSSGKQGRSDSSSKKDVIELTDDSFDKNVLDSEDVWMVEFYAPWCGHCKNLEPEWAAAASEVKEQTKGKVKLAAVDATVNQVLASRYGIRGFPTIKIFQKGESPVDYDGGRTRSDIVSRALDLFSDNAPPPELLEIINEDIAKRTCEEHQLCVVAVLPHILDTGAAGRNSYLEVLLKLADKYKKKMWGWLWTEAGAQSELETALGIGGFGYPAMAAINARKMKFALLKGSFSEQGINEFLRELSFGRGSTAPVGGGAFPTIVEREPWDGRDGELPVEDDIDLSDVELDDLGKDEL
esBAF inh: Bmi1 luciferase reporter increase in mESCs, primary screen, esBAF inhibitor project, mouse ES cells, Bmi1 luciferase knock-in, single point; 24 h; 100% = twice the neutral-well signal; reporter increase, % at 12.5 µM; hit rate 2% among 350,000; in the data active = activation above about 40%; inconclusive = no clear call, values can overlap the other calls;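 also: 0% = median of the plate's neutral control wells and 100% = double that signal; a rise in the Bmi1 reporter signal indicates esBAF inhibition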
Cneo AK release: Cryptococcus neoformans cell lysis inducers, primary screen, AK release luminescence, single concentration; C. neoformans lysis, adenylate kinase release luminescence, 4 h; normalised: neutral wells 0, clomiphene wells 100; lysis activity, % at 15 µM; hit rate 0.2% among 360,000; AID 651654, 2012;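 active = mean lysis activity across replicates of at least 80%, whatever share of replicates individually reach that level; inactive = mean lysis activity below 80%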
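Material – Cryptococcus neoformans yeast cells · Quantity – 5 × 10^6 yeast cells/mL · Buffer or medium – YPD medium · Compound – single dose · Timing – 4 h static compound exposure, 37 °C, read 1 h post-reagent · Signal – adenylate kinase release luminescence · Read-out basis – lysis from increased AK signal · Benchmarks – Clomiphene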
The depositor's hits bear a star; u = inconclusive; x = not tested or not shown; & = joins results of further samples; [ ] = remark or other dose. Compounds as they come; any-hit rate near 4%.

SMILES	miR-122 sensor	SIRT5 inh	ARNT-TACC3 inh	C2C12 statin	ERp5 inh	esBAF inh	Cneo AK release
COCCNC(=O)C[C@H]1CC[C@@H]2[C@H](COc3ccc(NC(=O)C4CCOCC4)cc3C(=O)N2C)O1	-32[16.7 µM]	1	-3	-16	-2	-7	0
C[C@H]1CCCCO[C@@H](CN(C)C(=O)C2CCCCC2)[C@@H](C)CN([C@@H](C)CO)C(=O)c2cc(NC(=O)Cc3ccccc3)ccc2O1	-6[16.7 µM]	-1	-1	23	-4	-7	0
Cc1cccc(CSC2=NCCN2S(=O)(=O)c2ccc(F)cc2)c1	5	-2	7	17	-1	9	1
O=C(C[C@@H]1CC[C@H](NC(=O)c2ccc3c(c2)OCO3)[C@H](CO)O1)NCc1ccc(F)cc1	x	6	7	11	u	-7	79
COc1ccc(S(=O)(=O)N(C)C[C@H]2Oc3ccc(NS(=O)(=O)c4cccs4)cc3C(=O)N([C@@H](C)CO)C[C@H]2C)cc1	6[16.7 µM]	-5	0	x	-1	4	0
CCCCCCCCCCCCN1[C@@H](CC(C)=O)c2cc(C(F)(F)F)ccc2S1(=O)=O	-3	x	-61	x	x	x	-1
O=C(NCCCN1CCOCC1)c1cc(-c2ccc(F)cc2)no1	x	-9	-2	-11	1	5	11
COC(=O)c1ccc(NC(=O)Nc2ccccc2C)cc1	x	0	33	x	2	x	x
C[C@@H]1CN([C@H](C)CO)C(=O)c2cc(C3=CCCC3)cnc2O[C@@H]1CN(C)C(=O)c1ccccc1	-2[16.7 µM]	1	-2	7	5	1	-1
CCNC(=O)[C@@H]1[C@@H](CO)[C@@H]2Cn3c(ccc(-c4cncnc4)c3=O)[C@@H]2N1C(=O)NC1CCCC1	2[16.7 µM]	-12	21	2	1	1	11
CCC(=O)Nc1nnc(CSCc2ccc(F)cc2)s1	-3	x	-5	-1	x	5	-1
CCN1CCN(c2ccc(S(=O)(=O)N3CCCCC3)cc2NC(=O)c2cccc(Cl)c2)CC1	x	-5	9	22	-1	0	x
O=C(OCC(=O)N(CCc1ccccc1)Cc1ccccc1)c1ccccc1O	x	-1	0	23	-1	-7	x
CCC(=O)Nc1ccc2c(c1)C(=O)N(C)C[C@@H](OC)[C@H](C)CN(Cc1ccncc1)[C@H](C)CO2	x	-4	1	-6	-1	-5	1
C[C@H]1CN([C@@H](C)CO)S(=O)(=O)c2ccc(Br)cc2O[C@@H]1CN(C)S(C)(=O)=O	12[16.7 µM]	-1	-5	x	8	1	-5
Cc1nc(N2CCN(S(=O)(=O)c3ccccc3)CC2)c2c3c(sc2n1)CC(C)CC3 (stereo not drawn)	-2	2	-5	x	-3	7	-1
Cc1ccc(SCC(=O)Nc2ccc(N3CCN(c4ccccc4)CC3)c(F)c2)cc1	7	x	2	3	x	-1	-1
CCCN(C)C[C@H]1OCCCC[C@@H](C)Oc2ccc(NC(=O)Nc3ccc(C(F)(F)F)cc3)cc2C(=O)N([C@H](C)CO)C[C@H]1C	-13[16.7 µM]	2	9	x	-2	-5	0
Cn1cccc1/C=N/NC(=O)c1ccc[n+]([O-])c1	-15	1	-25	x	0	x	x
C[C@@H]1CCCCO[C@H](CN(C)S(=O)(=O)c2cccs2)[C@H](C)CN([C@H](C)CO)C(=O)c2cc(NC(=O)C3CCCCC3)ccc2O1	-11[16.7 µM]	3	1	x	-7	1	1
COc1ccc(NS(=O)(=O)c2cccc(C(=O)O)c2)cc1S(=O)(=O)N1CCOCC1	6	-1	-11	6	3	-6	2
Clc1ccccc1CSc1nnc(-c2ccco2)c(-c2ccco2)n1	-5	x	5	8	x	9	0
Cn1ccc(NC(=O)Nc2ccc(Cl)cc2Cl)n1	-5	x	4	x	2	x	8
CO[C@H]1CN(C)C(=O)c2ccc(NS(=O)(=O)CC(F)(F)F)cc2OC[C@H](C)N(C)C[C@H]1C	x	-1	-4	-8	0	-4	-5
C[C@@H]1CN([C@H](C)CO)S(=O)(=O)c2ccc(-c3ccc(F)cc3)cc2O[C@H]1CN(C)C(=O)C1CCOCC1	8[16.7 µM]	1	-9	-3	3	1	1
Remaining list, next part:
SMILES	miR-122 sensor	SIRT5 inh	ARNT-TACC3 inh	C2C12 statin	ERp5 inh	esBAF inh	Cneo AK release
O=C(CSc1n[nH]c(-c2ccccc2O)n1)NC1CCCCC1	-13	-3	-4	-5	-1	20	-2
CCNC(=O)[C@H]1[C@H](CO)[C@H]2Cn3c(cccc3=O)[C@@H]1N2C(=O)C1CCC1	-1[16.7 µM]	-6	-5	-12	-3	-2	17
O=C(COC(=O)C1CC1)Nc1c(Cl)cccc1C(F)(F)F	2	4	6	19	-1	x	0
CCOc1ccccc1OCCCC(=O)N1CCN(S(=O)(=O)c2ccccc2C#N)CC1	-6	0	x	13	3	0	1
CCC(C)(C)NC(=O)CN(Cc1cccs1)C(=O)CNS(=O)(=O)c1ccc(C)cc1	-4	x	1	83*	x	-3	6
COCC(=O)N(C)C[C@H]1Oc2cc(-c3ccc(F)cc3)ccc2S(=O)(=O)N([C@@H](C)CO)C[C@@H]1C	5[16.7 µM]	-3	-5	-18	8	-5	-2
O=C(CC12CC3CC(CC(C3)C1)C2)NCC(=O)OCc1cc(=O)oc2ccc3ccccc3c12	-4	-2	x	12	-2	1	-1
Cc1ccc2[nH]c3c(c2c1)CC/C(=C/c1ccccc1)C3=O	7	x	1	-2	x	91*	-3
Cc1nn(-c2nc(-c3ccco3)cc(C(F)(F)F)n2)c(C)c1Cl	20	x	0	-8	x	6	2
CC(C)Cn1c(N)c(C(=O)CSc2n[nH]c(N)n2)c(=O)n(C)c1=O	x	-2	-2	2	4	-3	-1
C[C@H](CO)N1C[C@H](C)[C@@H](CN(C)Cc2ccc(C(=O)O)cc2)Oc2ccc(NS(C)(=O)=O)cc2C1=O	-1[16.7 µM]	-1&-2	-9&10	53&-13	-1&-6	7&7	-3&1
Cc1cccc(NC(=O)CCS(=O)(=O)c2ccc3nc(C)sc3c2)c1	2	6	x	1	3	-14	3
O=C(NCc1ccccc1Cl)c1ccc2c(c1)SC1=NS(=O)(=O)CCN12	x	-3	-4	x	0	x	x
CN(C(=O)c1cccc(NC(=O)Cc2ccc(NC(=O)C3CCCN(C(=O)CCc4ccccc4)C3)cc2)c1)C1CC1 (stereo not drawn)	0	-4	-3	-3	5	-3	2
Cn1c(=O)c2c(nc3n2CCS3)n(C)c1=O	4	-8	-9	3	3	-1	0
C[C@@H]1CN([C@@H](C)CO)C(=O)c2cc(NC(=O)CCN3CCOCC3)ccc2O[C@H]1CN(C)Cc1ccc2c(c1)OCO2	-3[16.7 µM]	-2	10	-20	1	-9	-1
Cc1nn2c(NCCCN(C)C)c3c(nc2c1-c1ccccc1)CCCC3	x	-7	1	x	2	x	x
COc1ccc(-c2nc3ccccc3[nH]2)cc1	x	-1	1	x	-12	x	x
CCc1ccc(CN(C)C(=O)c2cc(COc3cccc4cnccc34)on2)cc1	3	12	-5	-28	2	-13	-1
COC(=O)c1ccc(NC(=O)CO/N=C2\CCCc3nonc32)cc1	-1	-1	0	-7	0	-4	0
C[C@H](CO)N1C[C@H](C)[C@H](CN(C)C(=O)Nc2ccc3c(c2)OCO3)Oc2cc(C#Cc3cccnc3)ccc2S1(=O)=O	56[16.7 µM]	3	31	-59	1	-4	11
CCN(CC)c1ccc(C=NCCNS(=O)(=O)c2ccc(C)cc2)cc1	-4	2	-3	2	0	-1	4
COc1ccc(CCN(C)CCN2C(=O)c3ccccc3C2=O)cc1OC	1	x	-7	24	x	-6	-6
CCOc1cc(/C=N/NC(=O)c2c(-c3ccccc3)noc2C)ccc1O	-10	-2	x	3	0	-6	1
COc1ccc(S(=O)(=O)n2nc(C)cc2C)c(C)c1C	x	13	-8	x	-4	x	x
Next section
SMILES	miR-122 sensor	SIRT5 inh	ARNT-TACC3 inh	C2C12 statin	ERp5 inh	esBAF inh	Cneo AK release
CCC1Oc2ccccc2N(CC(=O)NCc2cccs2)C1=O (stereo not drawn)	-2	-1	-2	15	-2	-1	x
C[C@H](CO)N1C[C@H](C)[C@H](CN(C)Cc2ccccc2)Oc2ccc(NC(=O)Nc3ccccc3)cc2CC1=O	-11[16.7 µM]	8	-3	-56	3	-9	-1
CCc1cccc(CC)c1C(O)c1cccnc1 (stereo not drawn)	1	x	-2	-18	x	2	4
C[C@@H]1CN([C@@H](C)CO)C(=O)Cc2cc(NC(=O)CCN3CCOCC3)ccc2O[C@H]1CN(C)Cc1ccc2c(c1)OCO2	2[16.7 µM]	x	x	12	x	0	x
Cc1cc(C)cc(NC(=S)NCCN2CCOCC2)c1	-6	1	x	x	10	x	5
CCCCN1C(=O)C(CC(=O)NC2CCCCC2)CC(C(=O)N(C(C)C)C(C)C)=C1C (stereo not drawn)	1	-11	x	1	4	-5	5
CC1CCc2nc(NC(=O)C3CCCO3)sc2C1 (stereo not drawn)	0	x	-6	-12	x	-25	-12
COCC#Cc1cnc2c(c1)C(=O)N([C@@H](C)CO)C[C@@H](C)[C@H](CN(C)C(=O)c1ccc(F)cc1)O2	1[16.7 µM]	0	-13	-6	1	4	0
COc1cc(C(=O)NC(=S)NCc2ccco2)cc(OC)c1OC	-6	x	1	-6	x	-6	0
Cc1onc(-c2ccccc2Cl)c1C(=O)NCC(=O)O	-7	x	2	2	x	6	0
Cc1ccc(NC(=O)c2ccco2)c(NC(=O)C2CCCO2)c1 (stereo not drawn)	-9	0	x	2	6	-6	0
O=C(C[C@@H]1CC[C@H](NC(=O)C2CCC2)[C@H](CO)O1)NCc1ccncc1	x	1	2	5	2	-3	-7
C[C@@H]1CCCCO[C@H](CN(C)Cc2ccc3c(c2)OCO3)[C@H](C)CN([C@H](C)CO)C(=O)c2cc(N(C)C)ccc2O1	3&-4[16.7 µM]	2&5	6&9	-26	0&-3	0&-1	0&-1
CCCNC(=O)C[C@H]1CC[C@@H]2[C@H](COc3ccc(NC(=O)CC)cc3C(=O)N2C)O1	-1[16.7 µM]	3	-2	-18	-2	3	0
CC(C)(C)Cc1nnc(NC(=O)c2ccc3c(c2)OCO3)s1	-1	1	-7	-5	3	46*	-2
O=C(O)CSCC(=O)N1CCN(c2ncnc3scc(-c4ccccc4)c23)CC1	x	-1	4	-14	20	-3	1
O=C(c1ccccc1F)N1CCOCC1	-8	-2	-6	5	1	-6	2
Cc1c(C(=O)O)cccc1-n1c(C)cc(C=O)c1C	-8	-4	-2	5	-1	11	0
CCS(=O)(=O)Nc1ccc2c(c1)C(=O)N(C)C[C@@H](OC)[C@@H](C)CN(C(=O)C1CC1)[C@H](C)CO2	x	1	-6	-8	-2	-4	-2
CO[C@H]1CN(C)C(=O)c2cc(NC(=O)NC3CCCCC3)ccc2OC[C@H](C)N(CC2CC2)C[C@@H]1C	-2[16.7 µM]	6	57*	-16	-2	1	-1
O=C(O)C1CCN(c2ccc(S(=O)(=O)N3CCCCC3)cc2[N+](=O)[O-])CC1	-1	7	-4	-9	-7	0	-1
COc1cc(SC)ccc1C(=O)Nc1ccc2c(c1)CCC2	1	-6	-26	-23	-2	47*	-3
Cc1ccc(C(=O)NCCCNC(=O)Cc2ccccc2)cn1	-4	x	-2	1	-2	-5	-2

Some entries already given with just miR-122 sensor and C2C12 statin.
canonical_smiles	miR-122 sensor	C2C12 statin
CCC1Oc2ccccc2N(CC(=O)NCc2cccs2)C1=O (stereo not drawn)	-2	15
C[C@H](CO)N1C[C@H](C)[C@H](CN(C)Cc2ccccc2)Oc2ccc(NC(=O)Nc3ccccc3)cc2CC1=O	-11[16.7 µM]	-56
